FUS yeast rescue: FUS proteinopathy suppression in yeast. S. cerevisiae FUS-expressing, growth rescue, OD600, 24 h. Potency, µM (highest dose often 76.6 µM), for inactives: at the highest dose growth rescue (activation), hits mostly activators. 390,000 tested, 0.24% active. AID 1347120;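 note: potency is the fitted concentration of half-maximal effect; plate controls were DMSO vehicle for no effect and reference control for full effect; nearly all actives have a fitted effect of over 55% in size; some results filed as inactive show a strong effect at the top dose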
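Galactose (2%) drives FUS expression in yeast precultured in raffinose; seeding density OD 0.005. Test compounds incubated 24hr at 30C and 99% humidity before absorbance at 600 nm was measured.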
WRN inhibitor: blocks human WRN helicase | Q14191 | AID 651768 | 360,000 tested, 0.46% active | WRN helicase unwinding, fluorescent forked duplex, kinetic | Potency, µM (highest dose often 114 µM), without a hit: top-dose activity change, negative = inhibition, usual class: inhibitors; note: potency is the fitted concentration of half-maximal effect; % is set by controls: 0 for no effect and ±100 for the full control effect; nearly all actives have a fitted effect of over 55% in size
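Primary qHTS, 1536-well format. 20 nM WRN + compound, 15 min RT; start with 100 nM forked fluorophore/quencher duplex, 2 mM ATP (final); kinetic read ex 525/em 598 nm.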
EPAC1 agonist: EPAC1 (human) agonism. O95398. EPAC1 agonist qHTS, biochemical assay; response scale: 100% = response to 6.5 mM cAMP. Potency, µM (series often up to 154 µM), for the others: top-dose activation, most hits filed as activators. 360,000 tested, 0.073% active. AID 720707; note: potency is the fitted concentration of half-maximal effect; nearly all actives have a fitted effect of over 60% in size
Target sequence (O95398 whole entry, looked up): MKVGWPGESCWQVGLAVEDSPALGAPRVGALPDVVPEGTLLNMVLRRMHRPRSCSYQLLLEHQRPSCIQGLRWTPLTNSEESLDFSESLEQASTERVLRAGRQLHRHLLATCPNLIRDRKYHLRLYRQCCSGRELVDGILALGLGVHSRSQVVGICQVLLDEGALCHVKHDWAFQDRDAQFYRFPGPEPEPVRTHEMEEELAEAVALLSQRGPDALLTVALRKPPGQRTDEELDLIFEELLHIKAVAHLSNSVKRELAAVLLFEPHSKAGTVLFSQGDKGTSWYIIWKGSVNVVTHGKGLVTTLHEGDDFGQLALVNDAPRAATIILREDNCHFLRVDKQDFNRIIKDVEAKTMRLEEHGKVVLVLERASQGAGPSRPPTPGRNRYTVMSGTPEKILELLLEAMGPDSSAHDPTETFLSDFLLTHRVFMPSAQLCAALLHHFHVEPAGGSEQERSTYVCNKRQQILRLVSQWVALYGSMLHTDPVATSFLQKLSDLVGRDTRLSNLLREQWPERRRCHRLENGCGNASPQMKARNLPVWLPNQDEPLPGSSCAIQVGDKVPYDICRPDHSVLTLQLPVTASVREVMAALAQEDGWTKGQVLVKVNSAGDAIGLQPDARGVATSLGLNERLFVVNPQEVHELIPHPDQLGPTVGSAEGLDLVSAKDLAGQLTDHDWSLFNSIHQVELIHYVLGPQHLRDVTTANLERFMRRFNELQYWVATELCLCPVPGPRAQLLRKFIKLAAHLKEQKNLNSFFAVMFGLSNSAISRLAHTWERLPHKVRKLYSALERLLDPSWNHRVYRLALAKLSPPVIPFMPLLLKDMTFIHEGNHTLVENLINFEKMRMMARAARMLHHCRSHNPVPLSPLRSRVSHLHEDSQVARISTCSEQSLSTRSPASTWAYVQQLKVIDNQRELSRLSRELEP
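Fluorescent GDP-exchange assay: 100 nM EPAC1 with 250 nM Rap1B preloaded with BODIPY-GDP and 50 uM GDP; compounds tested as concentration series, 5 min at room temperature, then read every 5 min for 30 min (ex 480/em 540 nm); normalized to 6.5 mM cAMP.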
EPAC1 antag: EPAC1 (human) antagonism; O95398; EPAC1 GEF assay, Rap1b-BODIPY-GDP exchange fluorescence; Potency, µM (top dose mostly 115 µM), for inactives: at the top dose activity change, negative = inhibition, actives largely listed as inhibitors; 360,000 tested, 0.14% active;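 note: potency is the fitted concentration of half-maximal effect; plate controls were vehicle for no effect and positive control for full effect; nearly all actives have a fitted effect of over 50% in size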
Abeta yeast res: A-beta toxicity reversal in yeast; yeast expressing A-beta42, growth rescue, OD600, 48 h; response scale: 0% DMSO, 100% iron-clioquinol control; Potency, µM (top dose mostly 46.1 µM), for the others: at the highest dose growth rescue, actives largely listed as activators; 410,000 tested, 0.063% active; AID 1347071; note: potency is the fitted concentration of half-maximal effect; nearly all actives have a fitted effect of over 55% in size
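Yeast growth medium received pinned compounds, then yeast cells expressing toxic A-beta were added; plates incubated at 30 C for 48 hr. Growth read as absorbance at 600 nm, normalized to DMSO and equimolar FeCl3 plus clioquinol controls.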
PLK1 PBD inh: inhibitors of human PLK1 polo-box domain binding; P53350; Plk1 PBD binding of FITC phosphopeptide, fluorescence polarization; Potency, µM, for inactives: max response, negative = inhibition, most hits filed as inhibitors; 360,000 tested, 2.8% active; AID 720504; note: potency is the fitted concentration of half-maximal effect; series mostly up to about 57 µM; % is set by controls: 0 for no effect and ±100 for the full control effect; nearly all actives have a fitted effect of over 65% in size
PI5P4Ka inh: blocks human PI5P4K alpha kinase activity; PI5P4Kalpha enzyme, ADP-Glo luminescence, 60 min; stronger effect = lower value; 330,000 tested, 1.2% active; max response, %; P48426; active = max response of -50% or lower; inconclusive = between -30% and -50%; inactive = -30% or higher; note: value at the top dose of about 77 µM; % is set by controls: 0 for no effect and ±100 for the full control effect
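Single end-point luminescence (ADP-Glo) quantified ADP from PI5P4Kalpha turnover; ATP 5 microM final, 1 h at RT, 0.1% CHAPS and 0.28 mM EGTA in HEPES pH 7.4.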
IL-2 act: activates IL-2 in a cell-based reporter assay. IL-2 activation reporter assay, cell-based qHTS; stimulated with anti-CD3/CD4/CD28 beads; in transgenic mouse T cells. activation, % (series mostly up to about 46 µM). 360,000 tested, 0.065% active. AID 652025; in the data active = activation above about 50%; inconclusive = mostly about 30% to 49%; note: 0% is about no effect
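EGFP and DsRed fluorescence is measured by plate cytometry in unstimulated transgenic mouse T cells exposed to compound for 60 minutes, then stimulated 18 hours at 37 degrees C with anti-CD3/anti-CD4 beads plus anti-CD28.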
The depositor's hits bear a star; ? = inconclusive; / = not tested or not shown; [ ] = dose if it differs, or a comment. Unless noted, calls come from the whole dose curve; as a rule, active = well fitted curve in the direction sought with a large enough effect; inconclusive = small, poorly fitted or top-dose-only effect, or another doubt; inactive = no such curve, though single readings can be large; an effect the other way counts as inactive or inconclusive.

SMILES	FUS yeast rescue	WRN inhibitor	EPAC1 agonist	EPAC1 antag	Abeta yeast res	PLK1 PBD inh	PI5P4Ka inh	IL-2 act
Cc1cccc(-c2cccc3nccn23)c1	6.1%	-10.3%	1.4%	-16.2%	-6.9%	-4.1%	-5.3	0.9
Nc1nc2nc(-c3ccccc3)cc(C(F)(F)F)c2s1	19.6%	-8.0%	-11.4%	?	-22.0%	-5.6%	0.7	2.6
CN1C[C@@H]2C(c3ccccc3)C3(c4ccc(C#N)cc4)CC2(C3)[C@H]1c1ccccc1 (stereo partly specified)	-22.8%	-6.6%	12.1%	7.1%	-3.8%	-4.8%	7.5	0.7
COC(=O)CCNc1ccc2c(c1)OCCO2	7.5%	2.5%	4.7%	7.0%	4.2%	-8.4%	-8.7	0.2
CC1CCN(C(=O)COC(=O)C2CCN(S(=O)(=O)c3ccc(Cl)c(C(F)(F)F)c3)CC2)CC1	21.6%	1.2%	-16.3%	-2.1%	1.6%	1.0%	24.2	2.5
CN1CCN(S(=O)(=O)c2cccc(C(=O)Nc3sc4c(c3C(N)=O)CCCC4)c2)CC1	8.9%	-31.2%	-5.2%	1.4%	16.1%	-10.1%	-1.7	-0.2
c1ccc(CCNc2ncnc3c2nnn3Cc2ccccc2)cc1	5.4%	-0.7%	-0.6%	7.7%	4.3%	-1.6%	/	0.2
Cc1ccccc1CNC(=O)CC1C(=O)NCCN1Cc1c(F)cccc1Cl (stereo unspecified)	26.8%	7.1%	6.3%	-1.3%	-2.1%	-1.2%	1.4	-0.9
COc1cccc(CN(C)C(=O)Nc2cccc(C(F)(F)F)c2)c1OC	12.4%	-22.1%[57.1 µM]	1.8%	12.0%	14.7%	1.2%	3.0	2.7
CCOC(=O)C1=C(CSc2nccn2C)NC(=O)NC1c1cc(C)ccc1C (stereo unspecified)	14.2%	2.7%	4.3%	-2.8%	-4.2%	-5.5%	/	-3.6
COc1ccc(CNn2c(C)nc3ccccc3c2=O)cc1	-14.3%	-6.7%	7.5%	4.7%	-14.4%	-7.1%	/	-2.3
C#CCNC(=O)C1=C[C@@H](c2ccccc2)C[C@@H](OCc2ccc(CO)cc2)O1	3.5%	11.5%	-2.3%	-1.5%	17.3%	-6.9%	-13.0	-0.1
O=C(/C=C/c1ccc([N+](=O)[O-])cc1)N1CCN(S(=O)(=O)c2cccs2)CC1	-14.2%	0.2%	-5.1%	3.5%	3.3%	-0.1%	1.8	1.1
CCCc1c(O)nc(SCc2ccccc2)[nH]c1=O	-9.7%	0.9%	14.4%	-7.2%	17.8%	-1.1%	?	0.8
COc1cc(CN2CCN(Cc3c[nH]c4ccccc34)CC2CCO)cc(OC)c1 (stereo unspecified)	14.0%	-2.4%	11.1%	-5.0%	20.9%	-17.7%	-4.5	0.1
O=C(O)c1cccc(-n2c(-c3cnccn3)n[nH]c2=S)c1	12.9%	0.7%	5.8%	-2.2%	5.5%	-15.1%	5.0	2.2
C=C(C)CNC(=S)N/N=C/c1c(F)cccc1F	-9.2%	-1.3%	2.7%	-16.0%	?	1.8%	-0.2	2.0
O=C(CC(SCCO)c1ccc([N+](=O)[O-])cc1)c1ccco1 (stereo unspecified)	-8.6%	-11.2%	-4.0%	-16.5%	-13.9%	-15.2%	-0.1	-1.2
COC(=O)c1sccc1N/N=C/c1ccc(OC)c(OC)c1OC	24.1%	-5.5%	12.4%	-27.8%	7.5%	-11.4%	11.1	-0.4
O=C(O)COc1ccc2c3c(c(=O)oc2c1)CCCC3	-16.4%	1.3%	-6.1%	11.3%	-8.9%	-4.9%	3.4	0.8
COC(=O)c1cc(Br)c(=O)n(-c2ccccc2OC)c1	12.6%	-6.2%	6.2%	-4.1%	7.2%	-7.9%	0.3	0.6
C[C@@H]1CN([C@H](C)CO)C(=O)c2cc(NC(=O)Nc3cccc4ccccc34)ccc2O[C@H]1CN(C)Cc1ccc(C(F)(F)F)cc1	?	-14.6%	-16.9%	-11.6%	14.3%	4.8%	23.4	-0.9
Cc1c(OCc2nn[nH]n2)ccc2c3c(c(=O)oc12)CCC(C)C3 (stereo unspecified)	45.0%	-29.5%	-6.3%	-9.8%	0.0%	-19.4%	/	-2.8
Cn1nc(C(=O)Nc2cc(Cl)ccc2N2CCCC2)c2ccccc2c1=O	/	-15.9%	2.5%	1.5%	8.7%	-7.5%	21.1	-1.2
C=CCn1c(SCc2c(C)noc2C)nc2ccccc2c1=O	31.2%	-2.7%	14.8%	-7.5%	2.6%	-9.4%	/	-1.7

Next section.
SMILES	FUS yeast rescue	WRN inhibitor	EPAC1 agonist	EPAC1 antag	Abeta yeast res	PLK1 PBD inh	PI5P4Ka inh	IL-2 act
COc1cc2c(cc1OC)C(c1cc(Br)c(OC)c(OC)c1)CC(=O)N2 (stereo unspecified)	-15.8%	-5.1%	7.8%	?	-14.1%	-14.0%	-2.9	1.0
O=C(NC1CCCC1)C(c1ccccc1F)N(C(=O)c1csnn1)C1CC1 (stereo unspecified)	6.6%	8.2%	2.7%	3.3%	-3.0%	-17.9%	5.3	-0.1
CC(NC(=O)c1cccc2ccccc12)c1ccc2c(c1)CCCC2 (stereo unspecified)	5.5%	-1.6%	-1.3%	-0.7%	5.6%	2.7%	1.9	0.2
CCCCN(C)CCn1c(=S)[nH]c2ccc(N3CCOCC3)cc2c1=O	6.9%	0.0%	2.2%	-13.3%	8.5%	2.3%	/	1.5
COc1ccc(CN2C(=O)c3cccnc3C2=O)cc1S(=O)(=O)NCc1ccc(C)cc1	-4.3%	-2.2%	-20.7%	1.1%	0.1%	-4.4%	-10.0	-0.1
Cn1nccc1C(=O)N1CCN(c2cccc(Cl)c2)CC1	3.1%	3.8%	-3.4%	5.9%	5.1%	-9.9%	17.1	-1.9
CCC1Oc2ccc(C)cc2N(CC(=O)NCCCN2CCOCC2)C1=O (stereo unspecified)	9.4%	2.2%	-0.7%	-6.4%	3.9%	-4.2%	-0.1	-0.4
CNC(=O)CC(C(=O)O)c1ccc(OC(C)C)cc1 (stereo unspecified)	-20.3%	-0.6%	7.9%	-18.1%	3.7%	-3.5%	2.0	0.7
O=C(Cc1ccc2c(c1)OCCO2)Nc1ccc(Cl)c(S(=O)(=O)N2CCOCC2)c1	25.7%	9.5%	-4.2%	-11.4%	-5.1%	1.5%	0.8	1.3
C/C(=N\N=c1/scc(C)n1Cc1ccco1)c1cccc([N+](=O)[O-])c1	-10.8%	-7.1%	10.0%	-16.3%	12.0%	-3.6%	-1.2	-0.5
COc1ccc(C2CC(C(F)(F)F)n3nc(CO)c(Cl)c3N2)cc1OC (stereo unspecified)	42.1%	-7.8%	5.2%	2.4%	16.6%	-9.2%	/	-2.7
COC(C(=O)NCc1ccccc1C)c1ccccc1 (stereo unspecified)	/	-5.1%	-1.8%	-1.8%	3.1%	-5.0%	4.8	-0.7
O=C(NNC(=S)NCc1ccc(Cl)cc1)c1ccc(Br)o1	-2.7%	5.3%	0.8%	-14.1%	-16.2%	-28.2%	0.8	-0.6
CCCCN1C(=O)N(C)C2NC(=O)NC21 (stereo unspecified)	-3.0%	2.1%	0.0%	-17.3%	-10.6%	-6.8%	3.4	-0.1
Cc1cc(C)c(NC(=O)Cn2nnc(C(=O)NCCc3ccccc3)c2N)c(C)c1	5.9%	-16.6%	-3.5%	-11.7%	-6.7%	-28.7%	-7.5	-0.9
CCCN1CCC(=O)N([C@H](CSc2ccc(OC)cc2)c2ccccc2)CC1	3.6%	7.5%	-2.4%	-13.7%	7.5%	?	0.8	1.4
O=C(NC1CCCC1)C1CCN(C(=O)c2cc(Cl)ccc2Cl)CC1	-14.0%	-4.6%	-4.2%	-8.1%	16.6%	0.1%	2.7	0.0
CC(=O)Nc1ccc(-c2nnc(SCc3c(C)cc(C)cc3C)n2C)cc1	16.3%	-2.4%	12.2%	-11.0%	-10.6%	-6.1%	/	-0.7
COc1ccccc1CNC(=O)[C@H](C)N1C(=O)N2CCc3c([nH]c4ccccc34)[C@@]2(C)C1=O	?	2.8%	-6.0%	-19.0%	-9.5%	-19.0%	-1.2	-0.6
O=C(CCc1ccccc1)Nc1ccc2c(c1)OCO2	9.5%	?	-5.7%	3.0%	8.0%	-15.5%	5.9	-0.3
O=C(NC(=S)Nc1ccccn1)c1ccc([N+](=O)[O-])cc1	/	2.4%	1.4%	-21.2%	-3.3%	-4.2%	-2.8	1.6
O=C1CCC(=O)N1OCCCOc1ccc2c(c1)CCC2	-5.8%	2.3%	-0.3%	10.3%	0.4%	-3.2%	-4.5	0.0
COc1ccc(-c2nn(-c3ccccc3)cc2/C=C/C(=O)N2CCN(c3ccccn3)CC2)cc1	7.2%	6.8%	1.2%	14.1%	-12.0%	-8.2%	6.6	-1.5

Nothing new here: 6 of the compounds above.
SMILES	FUS yeast rescue	WRN inhibitor	EPAC1 agonist	EPAC1 antag	Abeta yeast res	PLK1 PBD inh	PI5P4Ka inh	IL-2 act
CCC1Oc2ccc(C)cc2N(CC(=O)NCCCN2CCOCC2)C1=O (stereo unspecified)	9.4%	2.2%	-0.7%	-6.4%	3.9%	-4.2%	-0.1	-0.4
CNC(=O)CC(C(=O)O)c1ccc(OC(C)C)cc1 (stereo unspecified)	-20.3%	-0.6%	7.9%	-18.1%	3.7%	-3.5%	2.0	0.7
O=C(Cc1ccc2c(c1)OCCO2)Nc1ccc(Cl)c(S(=O)(=O)N2CCOCC2)c1	25.7%	9.5%	-4.2%	-11.4%	-5.1%	1.5%	0.8	1.3
C/C(=N\N=c1/scc(C)n1Cc1ccco1)c1cccc([N+](=O)[O-])c1	-10.8%	-7.1%	10.0%	-16.3%	12.0%	-3.6%	-1.2	-0.5
COc1ccc(C2CC(C(F)(F)F)n3nc(CO)c(Cl)c3N2)cc1OC (stereo unspecified)	42.1%	-7.8%	5.2%	2.4%	16.6%	-9.2%	/	-2.7
COC(C(=O)NCc1ccccc1C)c1ccccc1 (stereo unspecified)	/	-5.1%	-1.8%	-1.8%	3.1%	-5.0%	4.8	-0.7

Bioassay records: PubChem, National Center for Advancing Translational Sciences (NCATS)
